Screening data: PubChem, National Center for Advancing Translational Sciences (NCATS)
ELG1 genotox: induces genotoxicity in HEK293T cells with luciferase-tagged ELG1 | HEK293T ELG1-luciferase reporter, luminescence, 16 h | Potency, µM (highest dose often 46 µM), for inactives: at the highest dose activity change, positive = activation, actives largely listed as activators | hit rate 1.3% among 330,000; note: potency is the fitted concentration of half-maximal effect; % of control where 0% means no effect; nearly all actives have a fitted effect of over 60% in size
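After overnight (16 hr) compound treatment at 37 °C, ELG1-luciferase HEK293T cells were lysed with ONE-Glo; luminescence quantified 30 min later at room temperature.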
Coupling enz: counter-screen for Giardia aldolase inhibitors: coupling enzyme system. activity change, negative = inhibition, % at 58.2 µM, hits read low. hit rate 0.67% among 290,000. coupling enzyme system counterscreen, AmpLite Red fluorescence. AID 2472; in the data active = activity change below about -30%; note: % is set by controls: 0 for no effect and ±100 for the full control effect
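Activity here indicates interference with the coupling reaction, not aldolase inhibition. Compounds at 57.5 uM final met coupling enzymes for 10 min at RT; substrate and AmpLite Red detection followed, with a 525/598 nm fluorescence read after 20 min.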
uPA surface inh: cell surface uPA generation inhibition. hit rate 0.31% among 330,000. Potency, µM (series often up to 38.3 µM), inactives show at the highest dose activity change, negative = inhibition, usual class: inhibitors. cell surface uPA generation assay, qHTS; active = well fitted inhibition curve with a large enough effect; inconclusive = small, poorly fitted or top-dose-only effect; inactive = no such curve, though single readings can be large or run the other way; tested in mouse RAW 264.7 cells; note: potency is the fitted concentration of half-maximal effect; % is set by controls: 0 for no effect and ±100 for the full control effect; nearly all actives have a fitted effect of over 55% in size
Gal4-VP16 FLuc: counter-screen for ROR gamma inhibitors: Gal4-VP16 reporter. Potency, µM (series often up to 53.6 µM), for the others: at the highest dose activity, negative = inhibition, usual class: inhibitors. hit rate 3.5% among 310,000. AID 2546. Drosophila S2 Gal4-VP16 UAS-luciferase, luminescence, 20 h;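 note: Gal4-VP16 expression switched on by copper sulfate through the metallothionein promoter; potency is the fitted concentration of half-maximal effect; % is set by controls: 0 for no effect and ±100 for the full control effect; nearly all actives have a fitted effect of over 50% in size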
NPC1 prom act: activators of NPC1 promoter. Huh7 NPC1 promoter luciferase reporter, 24 h. Potency, µM (titrated, usually from 9.22 µM), inactives show at the highest dose activation, usual class: activators. hit rate 2.4% among 320,000;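 note: potency is the fitted concentration of half-maximal effect; % of control where 0% means no effect; nearly all actives have a fitted effect of over 60% in size; reporter is driven by a mutant NPC1 promoter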
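Huh7 cells stably carrying NPC1 promoter–luciferase, plated in Opti-MEM with 10% FBS for 2 h, were exposed to compound in DMSO for 24 h at 37 °C; luciferase reagent was added for 10 min and luminescence read.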
RORg inh: inhibitors of mouse ROR gamma transcriptional activity; AID 2551; Potency, µM (titrated, usually from 53.6 µM), for the others: at the highest dose activity change, negative = inhibition, actives largely listed as inhibitors; hit rate 5.4% among 310,000; P51450; Drosophila S2 Gal4-RORgamma UAS-luciferase reporter, 20 h; note: potency is the fitted concentration of half-maximal effect; % is set by controls: 0 for no effect and ±100 for the full control effect; nearly all actives have a fitted effect of over 60% in size
Target sequence (P51450 whole entry, looked up, the tested form may be a part): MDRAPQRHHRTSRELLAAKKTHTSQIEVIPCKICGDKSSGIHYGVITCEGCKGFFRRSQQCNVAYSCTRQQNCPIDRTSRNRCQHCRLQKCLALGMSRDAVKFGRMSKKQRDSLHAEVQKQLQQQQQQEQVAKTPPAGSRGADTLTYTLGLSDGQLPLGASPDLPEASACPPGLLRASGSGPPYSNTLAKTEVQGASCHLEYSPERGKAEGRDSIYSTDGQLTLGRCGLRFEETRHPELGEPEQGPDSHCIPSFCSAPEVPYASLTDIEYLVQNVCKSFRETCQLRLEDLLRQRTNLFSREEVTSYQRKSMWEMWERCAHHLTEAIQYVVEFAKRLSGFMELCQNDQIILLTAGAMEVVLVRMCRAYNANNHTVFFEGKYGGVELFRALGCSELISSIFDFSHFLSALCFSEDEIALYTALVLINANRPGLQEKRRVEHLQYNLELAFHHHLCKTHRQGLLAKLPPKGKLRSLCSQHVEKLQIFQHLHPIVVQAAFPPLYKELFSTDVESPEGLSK
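Schneider cells (Drosophila), stable Gal4 DBD–ROR gamma + UAS-luc; 1 hr cmpd preincubation; Cu2+ induction 700 uM final; 20 hr ambient; luminescence.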
KCNH2 3.1 inh: inhibitors of human KCNH2 3.1 potassium channel isoform | AID 720553 | activity change, % (tested at about 1.8 µM) | U2OS KCNH2 3.1, thallium flux FluxOr; active compounds read low | hit rate 0.95% among 340,000;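 active = maximum activity change below -70%; inconclusive = maximum activity change from -70% to -50%; inactive = maximum activity change above -50%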;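 note: thallium influx rate constant from kinetic fluorescence after stimulation buffer; % is set by controls: 0 for no effect and ±100 for the full control effect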
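Channel expression came from 3.1 mutant virus (1.77 x 10^8 /mL) applied to suspended U2OS cells for 4 h. Flux was tracked with FluxOr dye plus Red40 quencher, and kinetic rate constants normalized to controls.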
Rab9 prom act: Rab9 promoter activation. Huh7 Rab9 promoter-luciferase reporter, luminescence, 24 h. Potency, µM (titrated, usually from 9.22 µM), for inactives: at the top dose activation, negative = inhibition, most hits filed as activators. hit rate 2.8% among 320,000. AID 485297; note: potency is the fitted concentration of half-maximal effect; % of control where 0% means no effect; nearly all actives have a fitted effect of over 60% in size
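Measured in stably transfected Huh7 cells bearing a Rab9 promoter–luciferase construct: 24 h compound treatment at 37 °C, followed by luminescence detection.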
FLuc counter: inhibits or activates purified firefly luciferase, miR-21 counter-screen. hit rate 6.9% among 360,000. Potency, µM (series often up to 57.5 µM), for inactives: at the top dose activity change, negative = inhibition, hits mostly inhibitors. P08659. purified FLuc, Km substrates, luminescence inhibition;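 note: potency is the fitted concentration of half-maximal effect; plate controls were vehicle for no effect and reference inhibitor for full effect; nearly all actives have a fitted effect of over 55% in size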
Target sequence (P08659 whole entry, looked up): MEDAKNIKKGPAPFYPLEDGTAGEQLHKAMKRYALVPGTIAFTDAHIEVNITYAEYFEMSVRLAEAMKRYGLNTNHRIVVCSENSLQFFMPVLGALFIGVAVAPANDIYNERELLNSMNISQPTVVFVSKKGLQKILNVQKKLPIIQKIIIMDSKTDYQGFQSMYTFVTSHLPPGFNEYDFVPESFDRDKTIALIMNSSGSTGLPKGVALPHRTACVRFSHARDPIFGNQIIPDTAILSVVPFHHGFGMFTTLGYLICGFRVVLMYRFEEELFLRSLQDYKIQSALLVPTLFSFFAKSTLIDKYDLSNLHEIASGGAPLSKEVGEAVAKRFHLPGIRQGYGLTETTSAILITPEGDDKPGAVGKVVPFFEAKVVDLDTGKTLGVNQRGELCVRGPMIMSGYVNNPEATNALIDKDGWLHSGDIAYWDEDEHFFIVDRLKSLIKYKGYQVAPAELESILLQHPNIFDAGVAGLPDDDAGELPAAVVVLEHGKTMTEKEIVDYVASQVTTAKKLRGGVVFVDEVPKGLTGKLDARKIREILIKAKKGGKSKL
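Purified P. pyralis luciferase, 10 nM final, with Km-level 10 uM D-luciferin and 10 uM ATP in 50 mM Tris acetate pH 7.5, 10 mM Mg acetate, 0.01% Tween-20, 0.05% BSA; 6-point qHTS titration about 60 µM downward; luminescence read.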
Tb PFK block: blocks T. brucei phosphofructokinase. O15648. T. brucei PFK, ADP-Glo luminescence. Potency, µM (highest dose often 57.5 µM), for inactives: at the top dose activity, negative = inhibition, most hits filed as inhibitors. hit rate 0.17% among 330,000. AID 485367;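 note: potency is the fitted concentration of half-maximal effect; 0% = uninhibited 1x PFK enzyme wells and -100% = no-enzyme wells; nearly all actives have a fitted effect of over 60% in size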
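ADP-Glo luminescence quantified ADP after 45 min at room temperature, with 1.25 nM T. brucei PFK, 0.1 mM ATP and 0.5 mM fructose-6-phosphate in pH 8.0 TEA buffer. qHTS titrations up to 57 µM; curves classified by quality.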
Giardia kill: kills Giardia lamblia | Giardia lamblia trophozoite viability | activity change, % at 7.66 µM, hits read low | hit rate 0.15% among 340,000 | AID 540267; in the data active = activity change below about -80%; inconclusive = between about -30% and that limit;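 note: parasites exposed to compound for two days anaerobically before the ATP read; % is set by controls: 0 for no effect and ±100 for the full control effect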
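Trophozoite viability was measured as ATP-dependent luminescence, read 15-30 min after reagent addition. Before that, parasites at 100 cells/well were exposed to compounds for 48 h, anaerobically, at 37 deg C.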
The depositor's hits bear a star; ? = inconclusive; / = not tested or not shown; [ ] = remark or other dose. Unless noted, calls come from the whole dose curve; as a rule, active = well fitted curve in the direction sought with a large enough effect; inconclusive = small, poorly fitted or top-dose-only effect, or another doubt; inactive = no such curve, though single readings can be large; an effect the other way counts as inactive or inconclusive.

SMILES	ELG1 genotox	Coupling enz	uPA surface inh	Gal4-VP16 FLuc	NPC1 prom act	RORg inh	KCNH2 3.1 inh	Rab9 prom act	FLuc counter	Tb PFK block	Giardia kill
N#C/C(=C\c1cn(Cc2ccccc2)c2ccccc12)C(=O)NCc1ccco1	9.0%	1.6	-1.0%	-14.3%	-0.5%	15.2%	-22.2	-3.3%	3.1%	-0.8%	-7.8
CCCC(=O)Nc1nn(CCC)c2nc3ccccc3cc12	-4.5%	1.0	-2.2%	-8.0%	1.4%	-1.1%	1.4	-4.9%	-7.0%	-3.0%	-11.7
Cc1ccc(S(=O)(=O)NCC(=O)OCC(=O)Nc2cccc(S(=O)(=O)N3CCOCC3)c2)cc1	1.7%	/	-16.5%	/	/	/	6.0	/	/	2.0%	-4.0
O=C(O)CC1S/C(=N\N=C/c2ccccc2O)N(c2ccc(O)cc2)C1=O (stereo not given)	3.8%	10.2	1.4%	3.5%[10 µM]	-0.1%	7.0%	6.3	23.0%	-10.1%	-5.0%	-27.1
Cc1cc(C)cc(OC(=O)CCN2C(=O)c3ccccc3C2=O)c1	0.8%	-0.4	-8.4%	-11.3%	-2.2%	?	-0.1	0.5%	-0.2%	-2.7%	-3.2
CCOc1ccccc1NC(=S)N1CCCc2ccccc21	4.0%	-4.0	-4.2%	-5.1%	-2.8%	2.9%	-2.6	-7.8%	-4.3%	3.7%	-1.5
Cc1ccc(/C=N/n2c(C)cc(C)c(C#N)c2=O)cc1	4.8%	-0.5	/	-9.2%	-1.5%	7.8%	-2.6	-0.8%	-4.8%	-3.7%	6.1
CCCOc1ccc(CSc2ncn[nH]2)cc1	?	0.1	1.0%	-19.7%	16.8%	42.3%	1.8	26.1%	10.7µM*	-1.3%	-6.3
CSc1ccc(Cl)c(C(=O)N2CCN(c3ncccn3)CC2)c1	-0.3%	/	-3.6%	/	-8.2%	/	5.3	-2.7%	2.9%	-1.3%	6.8
COCCSc1ccccc1C(=O)Nc1nncs1	6.8%	2.3	/	16.2%	-2.2%	-40.6%	-16.6	-3.2%	-2.2%	1.9%	-10.4
COc1ccc(CNC(=O)CSc2nc(-c3ccccc3)cc(-c3cccs3)c2C#N)cc1	?	0.4	0.0%	-2.6%	-2.3%	-21.2%	2.1	1.1%	1.7%	5.4%	9.2
CCN(CC)CCCNC(=O)CSc1nc2c(c(C(F)(F)F)n1)CCc1ccccc1-2	-4.4%	2.3	-0.3%	0.3%	-0.5%	-20.3%	-11.1	-1.4%	3.9%	0.5%	-0.5
CNC(=O)[C@@H]1CCC(=O)N1	2.4%	/	-1.9%	/	6.2%	/	-7.2	1.1%	-0.1%	-11.2%	-12.0
CNC(=O)CSc1nnc(-c2ccc(S(=O)(=O)N3CCCC3)cc2)n1-c1cccc(C)c1C	19.7%	-1.2	-9.2%	1.7%	-1.0%	-6.5%	0.3	-5.6%	-8.8%	0.7%	1.8
CCOc1ccc(OCc2ccc(C(=O)N3CCCC(C)C3)cc2)cc1 (stereo not given)	?	3.1	2.2%	?	3.98µM*	?	7.6	2µM*	13.5µM*	1.7%	25.4
Cc1ccccc1-n1cnnc1SCC(=O)N1CCN(c2ccccc2)CC1	-2.9%	1.9	-0.8%	5.1%	-5.1%	26.1%	4.1	1.1%	-2.1%	1.2%	7.9
C/C(=N\NC(=O)COc1ccc(C#N)cc1)c1ccccc1OC(F)F	2.6%	-0.2	0.0%	15.8µM*	-1.4%	11.2µM*	9.7	-5.1%	-0.5%	6.2%	-2.9
NC(=O)COc1ccccc1C1=NO[C@@](CC(=O)O)(C(=O)Nc2ccc3c(c2)OCCO3)C1	0.4%	-12.8	7.9%	8.0%	-3.5%	1.8%	0.5	1.5%	-4.1%	-2.1%	-16.9
CCN(CC)S(=O)(=O)c1ccc(C(=O)NCCCN=C2NS(=O)(=O)c3ccccc32)cc1	2.6%	-0.8	-0.4%	6.3%	-2.7%	-5.5%	11.2	-7.9%	-2.0%	1.4%	-7.2
Cc1ccc(C)c(NS(=O)(=O)c2ccc(-c3ccc(=O)[nH]n3)o2)c1	1.9%	0.8	3.1%	-2.5%	0.2%	15.9%	-0.7	-0.6%	0.2%	1.2%	-2.9
C=CCNC(=O)c1c(Cl)cccc1Cl	5.8%	2.2	-3.3%	-4.3%	1.6%	-12.0%	0.5	0.7%	6.5%	2.2%	-2.8
CCN(CC)c1ccc(C(=O)OCC(=O)N2CCN(c3ccccc3)CC2)cc1	-0.2%	6.2	7.2%	1.0%	7.6%	-4.3%	-4.4	-1.7%	-13.4%	1.1%	5.4
COc1cc(S(=O)(=O)N2CCN(C)CC2)c(OC)cc1Cl	0.4%	1.5	-4.7%	0.0%	-1.6%	-13.7%	1.6	-2.8%	2.9%	-0.1%	3.2
O=C(CCC(=O)c1ccc(Cl)cc1)OCn1nnc2ccccc2c1=O	0.0%	/	2.3%	/	/	/	-10.8	/	/	11.2%	23.2
O=C(OCC(=O)N(Cc1ccccc1)Cc1ccccc1)c1ccccc1NCCO	-6.3%	/	-4.2%	/	11.0%	/	?	8.3%	2.3%	3.4%	6.4

Remaining list, next part:
SMILES	ELG1 genotox	Coupling enz	uPA surface inh	Gal4-VP16 FLuc	NPC1 prom act	RORg inh	KCNH2 3.1 inh	Rab9 prom act	FLuc counter	Tb PFK block	Giardia kill
O=c1[nH]c(CSc2nc(-c3ccccc3)cs2)nc2ccccc12	-5.2%	-10.6	7.8%	2.9%	-4.5%	9.4%	-10.2	-3.2%	-18.5%	-1.9%	-14.8
COc1ccccc1NS(=O)(=O)c1cc(NC(=O)c2ccc(Cl)nc2)ccc1Cl	-15.2%	-3.1	-8.9%	20µM*	-8.0%	15.7%	-2.3	-27.4%	2.2%	-1.3%	-22.6
Cc1cc(C)n(CCC(=O)N/N=C/c2ccc(Cl)c([N+](=O)[O-])c2)n1	-6.8%	1.4	-5.0%	6.6%	0.9%	3.4%	1.3	-1.6%	2.3%	-6.5%	7.4
Cc1ccc(S(=O)(=O)NCCCC(=O)O)cc1	1.9%	5.2	1.6%	-7.1%	-4.8%	2.4%	15.2	0.3%	-12.4%	-0.1%	-24.8
COC(=O)C1(CCSC)NC(c2ccco2)C2C(=O)N(C)C(=O)C21 (stereo not given)	0.2%	-0.5	-3.6%	-0.6%	0.2%	-2.5%	8.3	-5.3%	1.5%	2.1%	17.5
COc1ccc(S(=O)(=O)N(CCCN2CCCC2=O)Cc2cc3c(C)ccc(C)c3[nH]c2=O)cc1	-3.5%	-1.7	-0.4%	12.4%	1.2%	-7.1%	-5.2	1.2%	9.9%	-1.9%	7.2
CCOC(=O)C1(CCOC)CCN(Cc2ccccc2-c2ccco2)CC1	-8.0%	-4.7	1.4%	0.9%	-7.7%	0.2%	-5.8	-4.1%	0.5%	-4.3%	1.2
Cc1ccc(C(=O)ONC(=O)c2ccc(Cl)cc2)cc1[N+](=O)[O-]	2.2%	4.8	-0.1%	?	-5.8%	-20.4%	-16.4	6.9%	-1.2%	-4.3%	5.4
Cc1ccc(OCC(=O)N2CCCC(CCC(=O)N(C)CCc3ccccn3)C2)cc1 (stereo not given)	-3.8%	2.3	-8.6%	?	-2.1%	-6.2%	-0.4	-4.5%	-4.5%	-2.4%	32.8[activator]
CCOC(=O)C(=O)Nc1cc(Cl)ccc1C	0.0%	0.9	1.9%	-1.0%	-0.3%	-5.6%	1.6	-5.1%	2.2%	1.4%	-8.6
CC(=C/c1ccccc1)/C=N/NC(=O)c1ccccn1	?	-2.6	-18.2%	10µM*	0.447µM*	8.91µM*	10.7	0.447µM*	0.601µM*	0.9%	-28.2
CC(C)CNC(=O)CC(=O)NN=C1CCCC1	0.5%	-0.5	6.5%	-4.7%	-2.7%	-31.7%	1.0	-2.5%	-1.2%	0.6%	-1.9
Cc1cccc(N/C(N)=N/c2nc(C)cc(=O)[nH]2)c1	18.0%	2.6	2.7%	-18.2%	-3.6%	20.0%	6.9	-2.2%	-1.7%	3.1%	-4.5
COc1ccc(Cc2nc3ccc(C(=O)N4CCC[C@H]4CO)cc3o2)cc1	1.3%	1.0	-5.4%	-0.8%	-1.0%	-9.9%	-6.8	0.1%	-3.4%	2.5%	4.5
CC1CCC(C(C)C)C(=O)/C1=C/c1ccc(N)cc1 (stereo not given)	?	-1.9	-3.4%	0.9%	1.58µM*	-5.9%	36.1	1.58µM*	10.7µM*	-3.3%	8.3
O=C(Cn1cnc2ccccc21)Nc1ccc(F)c(F)c1	-6.8%	4.1	1.2%	-1.5%	-9.3%	?	-4.2	-4.9%	-2.5%	?	0.3
CC(=O)Nc1c(NC(C)(C)C)c2ccccc2oc1=O	0.4%	1.3	21.4%	-11.2%	-4.7%	5.0%	-8.1	-9.1%	-0.8%	-7.0%	-0.5
O=C(O)CN1CCN(Cc2ccc(F)cc2Cl)C1=O	0.7%	-1.5	/	-4.9%	-3.7%	9.3%	11.3	-1.1%	-5.0%	1.6%	11.2
